# Compound activity: PubChem BioAssay, National Center for Advancing Translational Sciences (NCATS)
# Vif-A3G inh: qHTS for Inhibitors of Vif-A3G Interactions: qHTS; DNA dC->dU-editing enzyme APOBEC-3G (Homo sapiens), Q9HC16; HeLa A3G-eYFP + Vif (tagged APOBEC3G with the HIV-1 protein that degrades it), YFP fluorescence, overnight; Potency, µM (top dose mostly 46.1 µM), for the others: at the top dose activity, negative = active, usual class: inhibitors; 0.076% of 410,000 active; AID 602310, 2012;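 note: potency is the fitted concentration of half-maximal effect; % is set by controls: 0 for no effect and ±100 for the full control effect; nearly all actives have a fitted effect of over 60% in size; hits raise eYFP signal because A3G escapes Vif-driven loss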
# Target sequence (Q9HC16 whole entry, looked up): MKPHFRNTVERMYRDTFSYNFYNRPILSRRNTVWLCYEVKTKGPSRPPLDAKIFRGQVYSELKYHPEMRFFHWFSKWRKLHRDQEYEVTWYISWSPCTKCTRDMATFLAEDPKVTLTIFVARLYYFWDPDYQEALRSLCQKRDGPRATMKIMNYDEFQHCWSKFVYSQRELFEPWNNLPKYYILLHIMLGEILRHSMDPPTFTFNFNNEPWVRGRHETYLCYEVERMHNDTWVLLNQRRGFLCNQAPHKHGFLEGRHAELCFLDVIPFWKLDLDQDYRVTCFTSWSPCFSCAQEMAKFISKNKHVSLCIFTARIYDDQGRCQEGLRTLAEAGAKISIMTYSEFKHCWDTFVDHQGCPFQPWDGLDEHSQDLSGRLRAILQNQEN
#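 Read-out is eYFP fluorescence (Ex 488/Em 500-530) from Vif-expressing HeLa A3G-eYFP cells; more signal means A3G escaped Vif-mediated degradation. Cells plated overnight, compound pinned in, incubated overnight at 37 deg C.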
# USP1 inh: Inhibitors of USP1/UAF1: Primary Screen; Ubiquitin carboxyl-terminal hydrolase 1 (Homo sapiens), O94782; recombinant USP1/UAF1, Ub-Rhodamine cleavage fluorescence; Potency, µM (series often up to 57.1 µM), for inactives: top-dose activity change, negative = inhibition, actives largely listed as inhibitors; 0.23% of 390,000 active; AID 743255, 2014; note: potency is the fitted concentration of half-maximal effect; % is set by controls: 0 for no effect and ±100 for the full control effect; nearly all actives have a fitted effect of over 60% in size; inactives centre near -12
#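 Step one: compound is pinned into 1nM USP1/UAF1 in HEPES pH 7.8 buffer with TCEP. Step two: 15 min room-temperature incubation. Step three: Ub-Rho (150nM final) starts cleavage, tracked by fluorescence over six one-minute reads.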
# LDHA inh: qHTS assay for inhibitors of human lactate dehydrogenase. purified LDHA, NADH/diaphorase-resazurin fluorescence; hits give low values. activity change, % (values are at about 110 or 230 µM). 0.15% of 480,000 active. AID 1347041, 2019; in the data active = activity change below about -30%; inconclusive = mostly about -25% to -30%;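 note: plate controls were DMSO wells for no effect and wells without enzyme for full effect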
#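 LDH5 2 nM; NADH 0.06 mM, pyruvate 0.2 mM; 200 mM Tris pH 7.4, EDTA, Tween-20; 5 min RT. Detection: diaphorase 0.133 mg/mL + resazurin 37 µM, fluorescence ex540/em590 at 0 and 20 min; normalized to enzyme-free and DMSO wells.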
# Vif-A3F inh: qHTS for Inhibitors of Vif-A3F Interactions: qHTS. HeLa A3F-eYFP + Vif (tagged APOBEC3F with the HIV-1 protein that degrades it), YFP fluorescence increase. Potency, µM (top dose mostly 46.1 µM), for the others: at the highest dose activity, negative = active. 0.2% of 390,000 active. AID 602313, 2012; note: potency is the fitted concentration of half-maximal effect; % of control where 0% means no effect; nearly all actives have a fitted effect of over 65% in size
#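 HeLa cells stably expressing Vif plus C-terminally eYFP-tagged A3F were seeded, incubated overnight at 37 deg C, dosed with compound, incubated overnight again at 37 deg C. Yellow fluorescence (Ex 488/Em 500-530) reported blocked Vif-mediated A3F-eYFP degradation.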
# mIDH1 inhibitor: qHTS for Inhibitors of mutant isocitrate dehydrogenase 1 (IDH1): qHTS. Isocitrate dehydrogenase [NADP] cytoplasmic (Homo sapiens), O75874. IDH1-R132H enzyme, NADPH consumption, diaphorase/resazurin fluorescence. AID 602179, 2012. 0.093% of 390,000 active. Potency, µM (top dose mostly 76.6 µM), inactives show at the top dose activity change, negative = inhibition, hits mostly inhibitors; note: potency is the fitted concentration of half-maximal effect; % is set by controls: 0 for no effect and ±100 for the full control effect; nearly all actives have a fitted effect of over 65% in size
#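 IDH1-R132H (0.5 ug/mL dispensed) in pH 7.5 Tris buffer was preincubated 30 min with compound, then given a substrate mix of 0.016 mM NADPH and 2 mM alpha-KG for 80 min at room temperature; remaining NADPH was read by diaphorase/resazurin fluorescence.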
# RGS4 inh: Inhibitors of Regulator of G Protein Signaling (RGS) 4: qHTS | Regulator of G-protein signaling 4 (Homo sapiens), P49798 | Transcreener GDP fluorescence polarization, RGS4-accelerated GTP hydrolysis | Potency, µM (series often up to 114 µM), for inactives: at the top dose activity change, negative = inhibition, most hits filed as inhibitors | 0.039% of 390,000 active | AID 504845, 2011; note: potency is the fitted concentration of half-maximal effect; % is set by controls: 0 for no effect and ±100 for the full control effect; nearly all actives have a fitted effect of over 75% in size; some results filed as inactive show a strong effect at the top dose
# Target sequence (P49798 whole entry, looked up): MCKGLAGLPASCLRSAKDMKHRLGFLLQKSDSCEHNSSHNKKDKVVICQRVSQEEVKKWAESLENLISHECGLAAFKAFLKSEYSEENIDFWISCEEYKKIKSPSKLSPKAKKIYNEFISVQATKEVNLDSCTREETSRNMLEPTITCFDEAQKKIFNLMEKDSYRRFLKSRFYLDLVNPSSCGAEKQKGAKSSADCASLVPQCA
#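 MLSMR compounds (23 nl, pin-transferred) preincubated 10 min at room temperature with a 500nM (2x) first reagent, then RGS4 at 900nM (2x) plus Transcreener GDP mix added; fluorescence polarization (620/688 nm) read before and after 90 min at 30 °C.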
# TrxR1 inh: qHTS Assay for Inhibitors of Mammalian Selenoprotein Thioredoxin Reductase 1 (TrxR1): qHTS | recombinant rTrxR1, NADPH fluorescence consumption, selenite substrate | Potency, µM (series often up to 114 µM), for the others: top-dose activity change, negative = inhibition, hits mostly inhibitors | 1% of 390,000 active; note: potency is the fitted concentration of half-maximal effect; % is set by controls: 0 for no effect and ±100 for the full control effect; nearly all actives have a fitted effect of over 65% in size
# Target sequence (O89049 whole entry, looked up): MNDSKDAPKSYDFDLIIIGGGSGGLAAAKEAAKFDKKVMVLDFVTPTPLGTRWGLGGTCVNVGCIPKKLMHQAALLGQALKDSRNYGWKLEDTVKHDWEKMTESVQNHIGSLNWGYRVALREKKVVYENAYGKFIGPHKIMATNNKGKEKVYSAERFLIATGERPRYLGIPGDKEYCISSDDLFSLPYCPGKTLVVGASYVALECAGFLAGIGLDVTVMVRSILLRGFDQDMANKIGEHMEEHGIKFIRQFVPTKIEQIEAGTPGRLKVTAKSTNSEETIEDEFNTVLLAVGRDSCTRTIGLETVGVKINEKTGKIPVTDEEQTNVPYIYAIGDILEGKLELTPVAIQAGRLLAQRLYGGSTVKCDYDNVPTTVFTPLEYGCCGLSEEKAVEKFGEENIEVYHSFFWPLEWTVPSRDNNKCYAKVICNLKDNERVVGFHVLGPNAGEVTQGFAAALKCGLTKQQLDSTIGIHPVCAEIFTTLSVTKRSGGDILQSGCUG
#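 Rat TrxR1 (90 nM in the dispensed reagent) was pre-reduced with 400 uM NADPH for 5 min at room temperature, then incubated with compound for 15 min. After 400 uM selenite was added, NADPH fluorescence (Ex 340/Em 450 nm) was followed for 8 min.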
# TrxR1 substrate: qHTS Assay for Substrates of Mammalian Selenoprotein Thioredoxin Reductase 1 (TrxR1): qHTS | Thioredoxin reductase 1, cytoplasmic (Rattus norvegicus), O89049 | purified TrxR1 substrate turnover, NADPH consumption readout | Potency, µM (titrated, usually from 114 µM), for the others: at the highest dose activity change, negative = substrate turnover | 0.01% of 390,000 active | AID 588456, 2011; note: potency is the fitted concentration of half-maximal effect; % is set by controls: 0 for no effect and ±100 for the full control effect; nearly all actives have a fitted effect of over 50% in size
#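 Rat TrxR1, dispensed at 90 nM, was prereduced with 400 uM NADPH (final) for 5 min at ~22 deg C, then incubated with compound 15 min before 400 uM selenite. A first-read NADPH fluorescence drop versus no-compound background flagged substrates.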
# Glioma ERSR ind: qHTS for Inducers of the Endoplasmic Reticulum Stress Response (ERSR) in Human Glioma: qHTS | U87-MG GRP78 promoter luciferase reporter, 16 h | Potency, µM, without a hit: at the top dose activation, hits mostly activators | 0.02% of 420,000 active; note: potency is the fitted concentration of half-maximal effect; series mostly up to about 76 µM; % of control where 0% means no effect; nearly all actives have a fitted effect of over 35% in size
#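 ERSR induction read as luciferase luminescence (Bright-Glo, 10 min at room temperature) in stably transfected human U87-MG glioma cells exposed to compounds for 16 h, using GRP78 as sensor.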
# Starred values were filed as active, the others as inactive; u = inconclusive; & = joins results of further samples; [ ] = another dose, or the depositor's remark. Unless noted, calls come from the whole dose curve; as a rule, active = well fitted curve in the direction sought with a large enough effect; inconclusive = small, poorly fitted or top-dose-only effect, or another doubt; inactive = no such curve, though single readings can be large; an effect the other way counts as inactive or inconclusive.
SMILES,Vif-A3G inh,USP1 inh,LDHA inh,Vif-A3F inh,mIDH1 inhibitor,RGS4 inh,TrxR1 inh,TrxR1 substrate,Glioma ERSR ind
CCOC(=O)N1CCN(C(=O)CS(=O)(=O)c2cn(Cc3ccc(Cl)cc3)c3ccccc23)CC1,1%,-15%,-14,3%,-4%,11%,11%[57.1 µM],1%[57.1 µM],-3%
COc1ccc(C2C(C(C)=O)=C(C)N=c3s/c(=C\c4ccco4)c(=O)n32)c(OC)c1 (stereo unspecified),-2%,-18%,0,-7%,2%,18%,-23%,-16%,-2%
O=C(C1CC1)N1CCN=C1SCc1ccccc1Cl,3%,3%,-1,-3%,-8%,-1%,11%,-7%,-1%
CCCCN(C)CCNC(=O)c1ccc2c(c1)NC(=O)C(N1CCCCC1)S2 (stereo unspecified),3%,-18%,-6,-4%,0%,8%,2%,9%,-1%
COc1cc(CN2CC(C)CC(C)C2)cc([N+](=O)[O-])c1O (stereo unspecified),2%,-14%,19,0%,10%,-20%,-2%,-9%,-2%
CC(C)C[C@H](NC(=O)N1CCn2c1nc1ccccc12)C(=O)NCc1ccccc1,3%,-5%,-2,19%,9%,-21%,-36%,-5%,-3%
CC1CC1C(=O)OCC(=O)Nc1cccc(F)c1 (stereo unspecified),-1%,-15%,3,5%,0%,-6%,10%,6%,4%
Cc1ccn2c(Nc3ccccc3C)c(-c3ccccn3)nc2c1,u,-15%&-18%,2&6,u,-4%&2%,-2%[11.4 µM],21%&9%,-2%&3%,-9%&-5%
Cc1cc(/C=C2/SC(=O)N(CC(=O)N3CCCC3)C2=O)c(C)n1C,-1%,79%[activator],1,-5%,7%,-11%,15%[57.1 µM],-18%,0%
CC1CCN(c2oc(-c3ccccc3F)nc2C#N)CC1,-5%,-24%,4,3%,13%,0%,52%[activator],208%[activator],4%
CCCCN1C(=O)C(=O)N(CC(=O)N2N=C3/C(=C/c4ccco4)CCCC3C2c2ccco2)C1=O (stereo unspecified),6%,-23%,-4,1%,13%,-37%,9%[57.1 µM],-5%[57.1 µM],2%
Nc1nnc(SCCCOc2ccc(F)cc2)s1,2%,-23%,-5,1%,-10%,-11%,2%,3%,9%
COc1ccc(NC(=O)Nc2ccc(C(C)C)cc2)cc1,-6%,-5%,-5,15%,-1%,17%,7%,0%,-3%
Cc1ccc(CNC(=O)C2CCCN(c3nn4c(=O)cc(C)nc4s3)C2)cc1 (stereo unspecified),-3%,-15%,-1,-2%,3%,-7%,-18%[57.1 µM],-6%[57.1 µM],-1%
CCc1ccc(Nc2n[n+](-c3ccccc3)c(-c3cccc(C)c3)s2)cc1,2%,u,7,-9%,3%,-45%,-8%,0%,1%
COC(=O)NC(NC(=S)Nc1ccccc1OC)C(Cl)(Cl)Cl (stereo unspecified),-3%,-13%,0,1%,-1%,-44%,-15%,0%,3%
NS(=O)(=O)c1cccnc1Nc1cccc(C(F)(F)F)c1,-2%,-9%,-3,-17%,5%,u,33%[57.1 µM],16%[57.1 µM],0%
COc1ccc(-c2n[nH]c(=S)n2-c2ccccc2C)cc1,-9%,-3%,-2,u,6%,-45%,-22%[57.1 µM],2%[57.1 µM],-3%
Cc1cccc(OCC(=O)Nc2ccc(C(=O)NCC(C)C)cc2)c1,0%,-23%,-8,2%,-7%,-24%,15%[57.1 µM],6%,-3%
COc1ccc(OC)c(NC(=O)CN2C(=O)CC(c3ccco3)Sc3ccccc32)c1 (stereo unspecified),-22%,-30%,0,-4%,5%,-22%,-3%,-7%,-3%

# The closing two records of the section before open the next one:
SMILES,Vif-A3G inh,USP1 inh,LDHA inh,Vif-A3F inh,mIDH1 inhibitor,RGS4 inh,TrxR1 inh,TrxR1 substrate,Glioma ERSR ind
Cc1cccc(OCC(=O)Nc2ccc(C(=O)NCC(C)C)cc2)c1,0%,-23%,-8,2%,-7%,-24%,15%[57.1 µM],6%,-3%
COc1ccc(OC)c(NC(=O)CN2C(=O)CC(c3ccco3)Sc3ccccc32)c1 (stereo unspecified),-22%,-30%,0,-4%,5%,-22%,-3%,-7%,-3%
O=C(NC1CCCCC1)N1CCCC1,1%,-15%,-10,-5%,-4%,8%,10%,3%,-1%
Cc1cc(=O)oc2cc(OS(C)(=O)=O)ccc12,-5%,7%,-7,-7%,0%,10%,21%,7%,-2%
COc1cccc(C2NC(=O)NC(C)=C2C(=O)OCC2CCCO2)c1 (stereo unspecified),-7%,-4%,-2,0%,5%,-36%,18%[57.1 µM],-4%[57.1 µM],3%
Cc1c(Br)c(O)c(Br)c2sc(=O)oc12,-9%,-8%,7,-1%,5%,-97%[56.9 µM],-25%[57.1 µM],5%[57.1 µM],-8%
COc1ccccc1CNS(=O)(=O)c1cc2c3c(c1)CCN3C(=O)CC2,-4%&8%,-9%&-3%,-9&-5,-9%&-3%,0%&14%,13%&18%,11%,-3%,-5%&-4%
CCc1csc(CCNC(=O)C2CCC(=O)N(Cc3ccccc3F)C2)n1 (stereo unspecified),-4%,-4%,-5,-1%,-5%,0%,11%,2%[57.1 µM],3%
CC(=O)NC1(NC(C)=O)CCN(C)C(c2ccccc2)C1C (stereo unspecified),-1%,-14%,-5,3%,2%,23%,11%[57.1 µM],8%[57.1 µM],-4%
COc1ccc2[nH]c(C)c(C(=O)CN(C)C)c2c1,2%&1%,-1%,3&-4,0%,1%,-17%,u,-3%&-5%,-4%&-3%
Cc1ccc2[nH]cc(S(=O)(=O)c3ccc(C(C)C)cc3)c(=O)c2c1,0%,-9%,-1,-13%,2%,-26%,10%[57.1 µM],-17%[57.1 µM],-3%
CC(=O)N1CCCc2ccc(NS(=O)(=O)c3ccc(C)c(C)c3)cc21,0%&6%,-2%&-8%,0&-3,0%&2%,7%&0%,30%[11.4 µM],-21%,-13%,-2%&-3%
COc1ccccc1C1C2CCCCC2(O)CCN1CC(=O)Nc1ccccc1 (stereo unspecified),0%,-1%,-3,-9%,1%,-25%,18%,0%,-3%
CCOC(=O)C1CCN(C(=O)c2ccc(C)c(NC(=O)c3nsc4ccccc34)c2)CC1,-4%,-16%,-9,-7%,1%,-6%,19%[57.1 µM],-5%[57.1 µM],-3%
Cc1cc(-c2ccco2)n(CC(=O)NCc2ccccc2)n1,3%,u,-12,-14%,-18%,-10%,9%,3%,-3%
CCC(C)C(NC(=O)c1ccccc1NC(=O)c1ccco1)C(=O)NNC(=O)c1ccncc1 (stereo unspecified),0%,u,-7,1%,-12%,-26%,-3%[57.1 µM],-7%,2%
COc1ccc(CNC(=O)C2CCCN(S(=O)(=O)c3c(C)noc3/C=C/N(C)C)C2)cc1 (stereo unspecified),0%,-12%,-7,4%,-9%,-11%,-24%,-18%,-5%
O=S(=O)(c1cccc(-c2csc(-c3cccnc3)n2)c1)N1CCCCC1,2%,-24%,-2,-3%,-3%,-35%,3%,5%,-3%
Cc1c(Cc2ccccc2)sc(/N=C/c2ccc3ccccc3c2)c1C(N)=O,u,-23%,2,-20%,2%,-53%,-37%,-18%[57.1 µM],1%
Cc1ccc(C)c(NC(=O)CCNS(=O)(=O)c2ccc3[nH]c(=O)oc3c2)c1,-3%,-15%,-8,5%,-1%,-4%,29%,2%,-2%
CCOC(=O)C1CCN(C(c2ccccc2)c2c(O)cc(C)n(Cc3ccco3)c2=O)CC1 (stereo unspecified),1%,-15%,2,5%,24%,-43%,u,2%[57.1 µM],6%
CC1(C)CC(N2CCC(=O)NC2=S)CC(C)(C)N1,0%,-14%,-8,11%,6%,2%,12%,1%,-3%

# Compounds shown so far that contain a Cl atom, in the order listed:
SMILES,Vif-A3G inh,USP1 inh,LDHA inh,Vif-A3F inh,mIDH1 inhibitor,RGS4 inh,TrxR1 inh,TrxR1 substrate,Glioma ERSR ind
CCOC(=O)N1CCN(C(=O)CS(=O)(=O)c2cn(Cc3ccc(Cl)cc3)c3ccccc23)CC1,1%,-15%,-14,3%,-4%,11%,11%[57.1 µM],1%[57.1 µM],-3%
O=C(C1CC1)N1CCN=C1SCc1ccccc1Cl,3%,3%,-1,-3%,-8%,-1%,11%,-7%,-1%
COC(=O)NC(NC(=S)Nc1ccccc1OC)C(Cl)(Cl)Cl (stereo unspecified),-3%,-13%,0,1%,-1%,-44%,-15%,0%,3%

# This is a subset; count on the stated rates, not on these rows.
